# From PubChem BioAssay
# ERb SRC1 inh: ER-beta (human) coactivator binding inhibition; Q92731; TR-FRET ER-beta LBD / SRC1-Cy5 peptide binding; receptor agonist-loaded with 1 µM estradiol; inhibition, % at 25.6 µM; 86,000 compounds, 1.3% hits; AID 633;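 active = compounds whose percent inhibition of the receptor-coactivator binding signal exceeds about 50% in the single-dose screen, limit read from the data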;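 also: 0% = receptor plus peptide wells without compound and 100% = peptide-only wells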
# Smad3 FoxH1 inh: blocks human Smad3 binding to FoxH1 peptide; TR-FRET Smad3/Dy647-FoxH1 peptide binding, europium anti-His; inhibition, % at 25 µM; 88,000 compounds, 0.29% hits; AID 630;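 active = compounds that reduce the energy-transfer binding signal between the protein and its labelled peptide by more than half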;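 also: 0% = Smad3 plus labelled peptide maximal FRET and 100% = peptide-only background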
# Target sequence (P84022 whole entry, looked up): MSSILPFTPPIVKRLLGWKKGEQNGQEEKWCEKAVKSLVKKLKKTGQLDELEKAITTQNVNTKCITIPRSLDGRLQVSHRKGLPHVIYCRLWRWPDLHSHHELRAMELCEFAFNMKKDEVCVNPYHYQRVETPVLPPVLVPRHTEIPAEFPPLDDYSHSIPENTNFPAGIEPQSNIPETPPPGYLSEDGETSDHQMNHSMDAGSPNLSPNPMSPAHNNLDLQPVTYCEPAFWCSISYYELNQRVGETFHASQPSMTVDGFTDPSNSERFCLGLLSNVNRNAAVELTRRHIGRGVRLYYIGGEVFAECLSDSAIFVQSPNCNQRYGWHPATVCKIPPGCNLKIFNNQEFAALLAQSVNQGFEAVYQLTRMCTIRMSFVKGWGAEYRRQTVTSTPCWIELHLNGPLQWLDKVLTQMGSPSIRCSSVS
# sEH inh: blocks human soluble epoxide hydrolase activity. recombinant human sEH enzymatic activity assay. P34913. inhibition, % at 2 µM. 91,000 compounds, 0.34% hits; in the data active = inhibition above about 80%; also: values of inactives mirror those of a sister screen read the other way; many of its hits are not listed in these tables
# Target sequence (P34913 whole entry, looked up): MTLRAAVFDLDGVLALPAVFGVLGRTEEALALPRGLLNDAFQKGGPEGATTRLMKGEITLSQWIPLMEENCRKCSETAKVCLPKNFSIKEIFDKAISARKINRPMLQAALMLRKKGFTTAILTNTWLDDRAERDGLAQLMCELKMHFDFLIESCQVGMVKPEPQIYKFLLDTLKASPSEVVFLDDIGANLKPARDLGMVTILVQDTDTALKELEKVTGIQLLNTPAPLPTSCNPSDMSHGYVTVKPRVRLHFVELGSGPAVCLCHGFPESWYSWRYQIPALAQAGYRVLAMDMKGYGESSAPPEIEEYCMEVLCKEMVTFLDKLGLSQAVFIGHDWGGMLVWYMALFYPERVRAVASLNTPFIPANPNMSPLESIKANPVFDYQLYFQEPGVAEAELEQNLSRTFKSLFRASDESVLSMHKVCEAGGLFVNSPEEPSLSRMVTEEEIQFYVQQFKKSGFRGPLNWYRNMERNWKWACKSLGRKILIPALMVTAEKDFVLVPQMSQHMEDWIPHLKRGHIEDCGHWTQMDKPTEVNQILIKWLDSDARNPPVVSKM
# F-actin modifier: modifiers of cytoskeleton assembly | HUVEC TNFa F-actin phalloidin imaging, high content | inhibition, % at 2 µM | 91,000 compounds, 0.18% hits;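 active = inhibition above the batch mean plus 3 SD and confirmed as a hit by visual image inspection, cut at about 30% in these data, passing the limit was not always enough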; also: strong numbers were not always called active
# TNFa cytotox: toxic to HUVEC cells under TNF alpha stimulation; AID 848; cell count reduction, % at 2 µM; 93,000 compounds, 0.17% hits; HUVEC TNFalpha-stimulated, Hoechst cell count, imaging;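 active = cell count reduction exceeding the screen mean by over 5 SD, scaled to untreated wells per plate, cut at about 78% in these data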;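 also: cells counted after 24 h of TNF alpha exposure following the 1 h pretreatment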
# Candida biofilm: kills Candida albicans biofilms; C. albicans biofilm + clotrimazole, Alamar Blue; inhibition, % at 6 µM; AID 834; 85,000 compounds, 0.14% hits;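 active = inhibition above 20%; inactive = inhibition below 20%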;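 also: preformed 24 hr biofilms exposed to compound for 48 hr; 0% = biofilm without compound and 100% = blank killed by clotrimazole plus chlorhexidine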
# IL1B cytotox: toxic to HUVEC cells under IL-1B stimulation; AID 845; HUVEC cell count loss, Hoechst imaging, IL-1B stimulated; cell count reduction, % at 2 µM; 94,000 compounds, 0.41% hits;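 active = cell count reduction more than 3 SD above the screen-wide mean, cut at about 70% in these data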;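 also: normalized per plate to untreated control cells as the no-loss baseline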
# VCAM1 TNFa inh: reduces TNF alpha induced VCAM1 expression in HUVEC. HUVEC TNFa-induced VCAM-1 immunofluorescence, high-content imaging. inhibition, % at 2 µM. 95,000 compounds, 0.48% hits. AID 802;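 active = inhibition above the batch mean plus 3 SD, with images confirmed as a hit by eye, cut at about 37% in these data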;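 also: 0% = TNF-stimulated DMSO wells and 100% = unstimulated control wells; not every result past the cut was called active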
# sEH activator: soluble epoxide hydrolase (human) activation; activation, % at 2 µM; P34913; purified human sEH enzymatic activity, activator screen; 91,000 compounds, 0.04% hits; in the data active = activation above about 37%; also: values of inactives mirror those of a sister screen read the other way
# Numbers without * were called inactive; / = not tested or not shown; [ ] = another dose, or the depositor's remark. A portion of the library, so the mix of outcomes need not match the whole.
# Results follow in this order: ERb SRC1 inh	Smad3 FoxH1 inh	sEH inh	F-actin modifier	TNFa cytotox	Candida biofilm	IL1B cytotox	VCAM1 TNFa inh	sEH activator
- O=C(CCCNS(=O)(=O)c1ccc(Br)cc1)N1CC[C@@]2(O)CCCC[C@H]2C1
    10	3	8	-11	-8	4	-10	-10	-7
- Cc1nc2c(ccc3c2ccc2nc(C)sc23)s1
    2	-4	-2	-6	-8	4	7	-3	-3
- Cc1onc(-c2ccccc2)c1C(=O)N1CCN(C/C=C/c2ccccc2)CC1
    -1	-3	4	0	-11	6	3	0	-5
- Cc1cc(C)c(N2CCN(S(=O)(=O)N3CCCCCC3)CC2)c(C)c1
    13[fluorescence artefact?]	-5	39	16	7	6	-4	16	-38
- Cc1ccc(NC(=O)CC2Oc3ccc(C)cc3NC2=O)cc1 (stereo unspecified)
    -5	2	8	0	-31	5	-6	13	-8
- COc1ccc(Oc2c(C=O)c3ccccc3n2C)cc1
    /	/	-8	-28	-11	/	-11	15	6
- COCCn1c(C)cc(C(=O)CSc2nc3ccccc3c(=O)[nH]2)c1C
    6[fluorescence artefact?]	-14	-10	26	8	-1	-14	0	13
- Cc1ccccc1Oc1ncnc2sccc12
    /	/	-2	7	-12	/	1	19	0
- COc1ccccc1NC(=O)CC1COc2ccccc2O1 (stereo unspecified)
    -9	-5	5	4	4	5	9	12	-3
- O=C(OCCOc1ccc(Br)cc1)c1cnccn1
    6	-3	-11	11	-26	10	-37	12	12
- COc1ccc(C(=O)C[N+]2(C)CCOCC2)cc1
    -33[fluorescence artefact?]	5	16	4	-4	5	4	14	-15
- Cc1ccccc1Cn1c2ccccc2c2cnn(CC(=O)N3CCN(c4ccccc4)CC3)c(=O)c21
    /	/	/	3	-24	/	-7	-6	/
- COc1ccccc1N1CCN(C(=O)C(C)N(c2ccc(C)cc2)S(C)(=O)=O)CC1 (stereo unspecified)
    -7	7	0	4	4	3	-22	25	0
- COCCN(Cc1cc2ccc(C)cc2n2nnnc12)Cc1nnnn1C(C)(C)C
    -23	16	-7	6	-25	6	-5	8	7
- COC(=O)c1ccccc1NC(=O)CSc1ccccn1
    8[fluorescence artefact?]	19	-9	18	-37	1	-11	2	8
- CCOC(=O)c1c(C)sc2c1N(C(=O)CN(CC)CC)c1ccccc1S2
    3	5	14	-7	-12	0	-4	-5	-15
- CCCC1CCc2c(c3ccccc3[nH]c2=O)O1 (stereo unspecified)
    /	/	-15	-12	-22	/	-8	6	18
- CC1C(=O)CC(c2ccccc2)NC1c1ccccc1 (stereo unspecified)
    -4	-3	-6	-15	-10	1	17	6	3
- O=C(CO)N/N=C/c1ccccc1F
    /	/	-16	-14	15	/	43	-7	17
- COc1ccc(/C=C2\NC(=S)N(CC3CCCO3)C2=O)c(OC)c1 (stereo unspecified)
    /	/	12	-2	-14	/	-23	8	-11
- COc1ccc(C(O)c2coc3ccc(O)c(CN(C)C)c23)cc1 (stereo unspecified)
    -7	6	0	5	-2	4	-17	13	0
- Cn1c(C(=O)NC2CCCCCC2)cc2c(=O)n(C)c3ccccc3c21
    28	0	/	-14	-9	0	-9	-1	/
- C/C(=C\C(=O)c1ccc(C)o1)Nc1ccc(C(=O)O)cc1C
    1	11	-3	15	-10	4	-9	-15	6
- COCCn1c(SCC(=O)Nc2nnc(C)s2)nnc1-c1c[nH]c2ccccc12
    -1	-9	1	12	-48	0	-17	-6	-3
- Cn1nnc(NC(=O)CSc2nnnn2-c2ccc(F)cc2)n1
    -24	16[fluorescence artefact?]	-1	/	/	3	-15	/	6
- COc1ccc(NC(=O)C2CCN(c3cc(C)nc(-c4ccccc4)n3)CC2)cc1
    4	1	72	-2	-23	6	-31	16	-72
- Oc1sc(C=Nc2ccc(F)cc2)c2ccccc12
    /	/	7	-3	-14	/	-26	10	-5
- CC(=O)c1c(C)[nH]c(C(=O)NC2=NCCS2)c1C
    3	-13	0	-44	-20	2	-7	-5	-1
- CCOC(=O)c1[nH]c(C)c(C(=O)OCC)c1C
    16[fluorescence artefact?]	-9	-7	-14	2	14	41	-9	10
- CC1CCCCC1N1CN=C(Nc2nc3ccccc3s2)NC1 (stereo unspecified)
    /	/	5	3	-41	/	-13	-4	-4

# Reprinted from the part before: 2 compounds; new compounds follow.
# Results follow in this order: ERb SRC1 inh	Smad3 FoxH1 inh	sEH inh	F-actin modifier	TNFa cytotox	Candida biofilm	IL1B cytotox	VCAM1 TNFa inh	sEH activator
- CCOC(=O)c1[nH]c(C)c(C(=O)OCC)c1C
    16[fluorescence artefact?]	-9	-7	-14	2	14	41	-9	10
- CC1CCCCC1N1CN=C(Nc2nc3ccccc3s2)NC1 (stereo unspecified)
    /	/	5	3	-41	/	-13	-4	-4
- O=C(Cc1ccccc1)N/N=C/c1ccc([N+](=O)[O-])s1
    /	/	30	-7	0	/	24	-1	-30
- CCOC(=O)C(Cc1cc(C(C)=O)ccc1OCC)C(=O)OCC
    -7	9	7	10	-33	9	-15	20	-6
- c1coc(-c2nnc(-c3ccc4c(c3)OCO4)o2)c1
    48	2	-9	-15	3	11	1	-8	7
- Cc1nc2cc(C(F)(F)F)ccc2n1C1CCN(CC(=O)N2CCOCC2)CC1
    -16[fluorescence artefact?]	-12	2	-23	0	6	-8	-26	-4
- O=C(CSc1nc2nc[nH]c2c(=O)[nH]1)NC1CCCCC1
    -10	8[fluorescence artefact?]	-17	-8	8	4	-7	3	15
- CCOC(=O)C1=C(C)N=c2sc(=C(C)C)c(=O)n2C1c1ccc(N(C)C)cc1 (stereo unspecified)
    -11	1	10	11	-46	2	-13	-2	-8
- COc1cc(/C=C(/C#N)c2ccc(C)cc2)ccc1Oc1ccc([N+](=O)[O-])cn1
    /	/	9	-4	0	/	-25	-6	-8
- CCc1nnc(NC(=O)CSc2nnc(-c3c[nH]c4ccccc34)n2CC)s1
    5[fluorescence artefact?]	6	-8	18	-15	0	2	12	5
- COc1ccc(CC(=O)Nc2nc3ccccc3s2)cc1S(=O)(=O)N1CCOCC1
    -12	2	10	4	-8	/	-21	2	-11
- CCCCN(C)c1nc(-c2ccco2)c2c(c1C#N)CC(C)(C)OC2
    -1[fluorescence artefact?]	0	-20	-5	1	-1	31	4	23
- CCCC(C)C(=O)Nc1ccc(C(N)=O)cc1 (stereo unspecified)
    -5	3	-2	2	-9	8	4	-11	4
- Cc1ccc(S(=O)(=O)N(C)c2ccc(C(=O)O)cc2)cc1
    2	-18	/	8	-28	6	-5	-8	/
- Cc1ccc(S(=O)(=O)NC(=O)COc2ccccc2C)cc1
    9[fluorescence artefact?]	-17	-8	6	11	-3	37	10	9
- CCN(CC)CC(O)COc1ccc2c(c1)OCO2 (stereo unspecified)
    -2	-2	-6	4	-2	7	-2	6	7
- CCOc1ccc2c(C)cc(=O)oc2c1OCC
    -7[fluorescence artefact?]	-14	-7	13	-6	1	-4	0	6
- Cc1nc2ccccc2n1CCc1nc2c3ccccc3nc(SCC(=O)NCc3ccco3)n2n1
    7	-1	6	-49	0	6	-14	4	-6
- CCN1C(=O)CC(N2CCC(Nc3ccc(OC)cc3)CC2)C1=O (stereo unspecified)
    0	-4	-4	5	-8	4	-31	21	2
- O=C(NCC(c1ccco1)N1CCCC1)c1ccc(Cl)cc1 (stereo unspecified)
    /	/	-14	-10	-10	/	19	0	16
- COc1ccccc1CNC(=O)COc1ccccc1OC
    0	4	21	/	/	-2	-36	/	-17
- CS(=O)(=O)N1CCN(C(=O)C2c3ccccc3Oc3ccccc32)CC1
    -3	6	3	5	-5	7	-45	10	-2
- O=C(N/N=C/C=C/c1ccc([N+](=O)[O-])cc1)c1cccs1
    /	/	3	15	-3	/	-52	6	-2
- CCOc1nc(-c2ccc(C)cc2)ccc1-c1noc(COC)n1
    6[fluorescence artefact?]	17	/	-13	-9	5	-11	-11	/
- CCOC(=O)Cc1cc(-c2ccccc2)nc2ccc3ccccc3c12
    /	/	11	-6	4	/	-14	6	-8
- COc1cccc(CNC(=O)C2CCCN(S(=O)(=O)c3c(C)n[nH]c3C)C2)c1 (stereo unspecified)
    -5	6	-7	17	79*	10	-16	-18	10
- Cn1c(=O)c2c(SCc3ccccn3)nc(-c3ccccc3)nc2n(C)c1=O
    /	/	2	0	12	/	-15	10	-3
- Cn1c(=O)c2nc(NCc3ccccc3)cnc2n(C)c1=O
    15	-2	-7	3	-21	-1	/	9	9
- Cc1sc(NC(=O)C2CCCCC2)c(C#N)c1-c1ccccc1
    /	/	14	-2	-14	/	/	14	-14
- CCCn1nnc(NC(=O)c2ccc(Cl)cc2Cl)n1
    3	7	9	21	/	-2	18	/	-8
- CCOC(=O)C1=C(c2ccccc2)N2CCN=C2S1
    -10	1	-20	-6	5	2	1	-3	15
- Brc1ccc(CSc2ncn[nH]2)cc1
    1	2	10	18	-40	6	-6	13	-9
- CCCCCCC12CCC(C(=O)O)(CC1)CC2
    -8[fluorescence artefact?]	10	-1	14	14	5	4	25	1
- CCOC(=O)N1CCN(S(=O)(=O)c2cc3c(cc2C)NC(=O)CO3)CC1
    -7	-11	9	8	29	5	6	-19	-7
- Cc1ccc(C(=O)N/C(N)=N/c2nc3ccccc3o2)cc1
    -10	12	-2	1	-19	3	-11	14	5
- N#CCCCn1c(-c2ccccc2)noc1=O
    8	-6	0	1	-13	3	1	2	-1
- CCOC(=O)Cc1csc(NC(=O)c2cccc(OC)c2)n1
    -5[fluorescence artefact?]	4	-10	-2	-8	5	5	9	6
- Cc1oncc1C(=S)Nc1ccccc1
    -10	13	/	8	-21	7	/	12	/
- Nn1c(SCc2cccc(C(F)(F)F)c2)nnc1-c1ccco1
    -1	-7	-7	-8	-8	6	14	12	7
- CCc1c(C(=O)Nc2nnc(C3CC3)s2)csc1C
    -3	11	0	10	8	8	-34	-2	4
- CCN(CC)c1nc(N)nc(NS(=O)(=O)c2ccc(Cl)cc2)n1
    1[fluorescence artefact?]	2	-2	/	-26	6	13	6	3
- CC(CN1CCN(C)CC1)OC(=O)c1ccc(Cl)cc1Cl (stereo unspecified)
    12[fluorescence artefact?]	-16	2	15	-8	-2	-2	4	0
- CS(=O)CSc1nc2c(cc1C#N)CCCC2 (stereo unspecified)
    1	-15	5	-16	-26	3	-163	8	-5
- O=C(NCc1ccccc1)c1ccc(-c2ccc(F)cc2)o1
    -4	-25	8	-13	-11	3	-57	-10	-10
- O=C(c1ccccc1)c1cc2ccc(O)cc2oc1=O
    3	-4	-5	7	-3	-4	0	15	4
- CCN(CC)C(=O)CSc1nc2c(sc(=S)n2CC)c(=O)n1-c1ccccc1
    -9	-7	14	5	2	6	-3	10	-15
- CCOC(=O)c1sc2nc(N3CCOCC3)c3c(c2c1N)CCC3
    -4	3	-16	-26	-21	7	-20	-12	18
- CCCCC(CCC(=O)Nc1ccccc1C(=O)OCC)C(=O)O (stereo unspecified)
    5[fluorescence artefact?]	8	0	/	-29	7	-68	7	2
- N=c1c(S(=O)(=O)c2ccccc2)cc2c(=O)n3ccccc3nc2n1Cc1ccco1
    79*[fluorescence artefact?]	-1	-4	20	-21	8	-20	21	5
- CC(C(=O)N1CCN(C)CC1)N1C(=O)c2ccccc2C1=O (stereo unspecified)
    -13	-8	-13	3	-8	2	29	-5	19
- CC(=O)N1CN(S(=O)(=O)c2ccc(C)cc2)CC1C (stereo unspecified)
    1	-3	-2	/	-6	-2	-15	-18	-1
- c1cnc(NCCNc2ncccn2)nc1
    -1	4	/	-8	-11	9	1	12	/
- CCc1c(C)nc2cc(C)[nH]n2c1=O
    -3	4	4	10	-11	6	/	-8	-2
- CC(C)[C@H](NC(=O)Nc1ccc(S(N)(=O)=O)cc1)C(=O)O
    -1[fluorescence artefact?]	-9	9	-14	-12	3	2	2	-11
